Source: PubChem BioAssay
RGS4 pot = potentiators or activators of RGS4; HEK293 M3R/inducible RGS4, carbachol calcium flux Fluo4; active compounds read low; B-score at 10 µM; 310,000 tested, 0.92% active; AID 463111;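 active = B-score of the integrated calcium signal more than 4 SD below the library mean, with starting fluorescence not abnormally high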;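 also: negative B-score means reduced calcium response which marks RGS4 activation or potentiation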
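Detection: kinetic calcium fluorescence imaging with Fluo4-AM dye, 2 µM / Material: HEK293 cells with stable M3R and inducible RGS4 / Schedule: recording 10 s baseline at 1 Hz, 100 s post-agonist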
MrgX1 allo act = human MrgX1 positive allosteric modulation, primary screen; Q96LB2; MrgX1-HEK293, Fluo-4 calcium flux, FDSS; active compounds read high; B-score at 10 µM; 310,000 tested, 0.63% active;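 active = plate-corrected calcium response at least 3 library SD above typical, normal starting fluorescence, not activating the receptor alone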;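 also: compound read alongside a low EC10 to EC30 dose of BAM8-22 agonist; peak minus trough fluorescence over baseline measured at the second addition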
RGS4 inh = inhibitors of human RGS4; P49798; HEK293 M3R/RGS4 inducible, Fluo-4 calcium flux; active compounds read high; triggered by carbachol at its EC20; B-score at 10 µM; 310,000 tested, 0.45% active; AID 463165;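 active = B-score, a plate-corrected calcium signal, over three deviations above library mean, with baseline fluorescence within five deviations of library mean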;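 also: RGS4 expression induced by doxycycline in cells with stable M3 receptor; B-score is computed from the integrated fluorescence ratio over baseline after carbachol; higher B-score means a larger calcium signal and so more RGS4 inhibition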
Target sequence (P49798 whole entry, looked up): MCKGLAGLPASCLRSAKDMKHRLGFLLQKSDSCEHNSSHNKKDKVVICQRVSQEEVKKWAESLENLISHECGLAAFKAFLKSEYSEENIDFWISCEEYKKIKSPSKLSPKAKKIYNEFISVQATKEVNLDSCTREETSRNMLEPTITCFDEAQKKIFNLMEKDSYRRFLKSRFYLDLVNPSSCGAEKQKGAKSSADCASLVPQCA
ANO1 block = blocks the mouse calcium-activated chloride channel TMEM16A | HEK293 TMEM16A/YFP iodide influx fluorescence, ionomycin | normalized B-score (activity score, 25-100; higher = stronger inhibition) at 10 µM | 310,000 tested, 1.2% active | AID 588511;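 active = ratio plate-corrected score three or more library SD toward inhibition, starting fluorescence score within five deviations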;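 also: score derived from kinetic fluorescence span divided by baseline fluorescence per well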
KCNK9 block = human KCNK9 channel inhibition | Q9NPC2 | HEK293 KCNK9, FluxOR thallium flux fluorescence; active compounds read low | B-score at 10 µM | 310,000 tested, 1.2% active | AID 488922;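 active = ratio B-score over 3 SD below the library mean, with starting fluorescence within 5 SD of its mean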;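 also: negative B-score means less thallium flux so channel inhibition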
Target sequence (Q9NPC2 whole entry, looked up): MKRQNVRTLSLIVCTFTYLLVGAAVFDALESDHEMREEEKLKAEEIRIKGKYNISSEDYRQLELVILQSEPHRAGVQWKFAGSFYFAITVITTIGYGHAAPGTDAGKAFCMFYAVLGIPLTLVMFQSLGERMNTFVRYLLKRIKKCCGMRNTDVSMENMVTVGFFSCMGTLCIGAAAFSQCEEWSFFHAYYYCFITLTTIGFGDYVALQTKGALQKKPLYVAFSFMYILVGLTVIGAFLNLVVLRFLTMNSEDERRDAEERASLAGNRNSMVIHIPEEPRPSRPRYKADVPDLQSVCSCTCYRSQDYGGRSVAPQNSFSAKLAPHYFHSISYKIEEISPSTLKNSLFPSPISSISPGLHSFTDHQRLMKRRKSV
KCNQ1 inh = blocks the human KCNQ1 potassium channel; B-score at 10 µM; 310,000 tested, 1.3% active; P51787; AID 2642; CHO-K1 KCNQ1, FluxOR thallium flux fluorescence; active compounds read high;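 active = compounds whose thallium flux B-score, printed positive for inhibition, exceeds three library SD while starting fluorescence stays within three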;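 also: channel opened by potassium depolarization with thallium stimulus after 20 min compound exposure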
KCNK3 inh = human KCNK3 channel inhibition, primary screen. B-score at 10 µM. CHO-KCNK3 thallium flux, FluxOR fluorescence; active compounds read low. AID 602410. 340,000 tested, 0.84% active. O14649;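 active = B-score under library mean minus 4 SD, starting fluorescence ratio at most library mean plus 5 SD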;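 also: more negative B-score means stronger inhibition of thallium flux through KCNK3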
Target sequence (O14649 whole entry, looked up): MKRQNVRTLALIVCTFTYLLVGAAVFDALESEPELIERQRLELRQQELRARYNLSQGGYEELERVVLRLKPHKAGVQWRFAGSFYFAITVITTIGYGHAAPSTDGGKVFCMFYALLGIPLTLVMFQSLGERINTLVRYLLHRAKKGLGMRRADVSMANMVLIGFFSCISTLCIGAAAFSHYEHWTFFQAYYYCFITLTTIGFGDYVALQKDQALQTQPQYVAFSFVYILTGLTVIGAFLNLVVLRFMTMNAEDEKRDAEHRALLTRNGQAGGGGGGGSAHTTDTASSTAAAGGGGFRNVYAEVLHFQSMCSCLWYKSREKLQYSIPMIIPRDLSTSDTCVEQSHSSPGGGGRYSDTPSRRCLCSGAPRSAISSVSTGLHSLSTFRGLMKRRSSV
ANO1 activ = mouse TMEM16A channel activation, primary screen; Q8BHY3; HEK293 TMEM16A/YFP-H148Q/I152L, iodide quench fluorescence; active compounds read low; B-score at 10 µM; 340,000 tested, 0.3% active;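 active = fluorescence-ratio B-score plate-corrected deviation score at least 3 library SD below zero, with starting fluorescence score within 5 deviations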;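 also: channel opened by trigger with iodide after compound preincubation; score built on the fluorescence ratio of max minus min over baseline; more negative score means more quench and so TMEM16A activation or potentiation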
KCNQ1 act = potentiates or activates the human KCNQ1 potassium channel | B-score at 10 µM | P51787 | AID 2648 | 310,000 tested, 0.35% active | CHO-K1 KCNQ1, thallium flux FluxOR fluorescence; active compounds read high;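 active = fluorescence ratio B-score, a plate-corrected score, at least three library SD, with initial intensity B-score within 5 SD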
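Medium – assay buffer, equal DMSO in all wells · Material – CHO-K1 cell line with stable KCNQ1 potassium channel expression · Signal – kinetic FluxOR thallium fluorescence, 10-s 1-Hz baseline, 110-s post-stimulus read · Compound – single concentration per compound, DMSO matched to controls · Schedule – 37 °C overnight plating, 90-min dark dye load, 20-min compound pretreatment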
MrgX1 agonist = human MrgX1 receptor agonism, primary screen; MrgX1-HEK293 cells, Fluo-4 calcium fluorescence, agonist mode; active compounds read high; B-score at 10 µM; 310,000 tested, 0.44% active;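 active = calcium response B-score plate-corrected fluorescence ratio at least 3 library SD, with starting fluorescence B-score inside 5 SD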
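System – MrgX1-expressing HEK293 cells · Incubation – cells plated overnight, dye loaded 0.5 h 37 °C, 0.5 h room temperature · Technique – kinetic Fluo-4 NW fluorescence of intracellular calcium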
hERG protect = hERG (human) protection from proarrhythmic block; activation (rescue from dofetilide block), less the hit threshold, % at 10 µM; AID 1511; 310,000 tested, 0.51% active; Q12809; CHO-hERG, FluxOR thallium flux, dofetilide IC70 present;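 active = activation above the mean of controls blocked by dofetilide plus 5 SD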;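 also: thallium influx through hERG after potassium depolarization seen as dye fluorescence rise; in these data hits start at about 4.7%; inactives centre near -7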
The depositor's hits bear a star.

Screening Cc1ccc(Cn2nc(C)c3cc(C(=O)OCC(N)=O)sc32)cc1 returned RGS4 pot inactive, MrgX1 allo act inactive, RGS4 inh inactive, ANO1 block inactive, KCNK9 block inactive, KCNQ1 inh inactive, KCNK3 inh inactive, ANO1 activ inactive, KCNQ1 act inactive, MrgX1 agonist inactive and hERG protect -1.
O=C(CN1CCN(Cc2ccccc2)CC1)N1CCCc2c1c(=O)oc1ccc(O)cc21 was read as RGS4 pot inactive, MrgX1 allo act inactive, RGS4 inh inactive, ANO1 block inactive, KCNK9 block inactive, KCNQ1 inh inactive, KCNK3 inh inactive, ANO1 activ inactive, KCNQ1 act inactive, MrgX1 agonist inactive and hERG protect -10.
For Cc1ccc(NC(=O)COC(=O)COc2ccc(Cl)cc2C)c([N+](=O)[O-])c1 the results were RGS4 pot inactive, MrgX1 allo act inactive, RGS4 inh inactive, ANO1 block inactive, KCNK9 block inactive, KCNQ1 inh inactive, KCNK3 inh inactive, ANO1 activ inactive, KCNQ1 act inactive, MrgX1 agonist inactive and hERG protect -1.
Screening Cc1ccc(-n2nc3c(c2NC(=O)c2ccco2)CS(=O)C3)cc1 (configuration not stated) returned RGS4 pot inactive, MrgX1 allo act inactive, RGS4 inh inactive, ANO1 block inactive, KCNK9 block inactive, KCNQ1 inh inactive, KCNK3 inh inactive, ANO1 activ inactive, KCNQ1 act inactive, MrgX1 agonist inactive and hERG protect -9.
COc1cccc(-c2nc(CSCC(=O)N3CCc4ccccc43)c(C)o2)c1 was read as RGS4 pot inactive, MrgX1 allo act inactive, RGS4 inh inactive, ANO1 block inactive, KCNK9 block inactive, KCNQ1 inh inactive, KCNK3 inh inactive, ANO1 activ inactive, KCNQ1 act inactive, MrgX1 agonist inactive and hERG protect -4.
CCC(C)NC(=O)C1CCN(c2nc(C)cc(C)n2)CC1 (configuration not stated) was read as RGS4 pot inactive, MrgX1 allo act inactive, RGS4 inh inactive, ANO1 block inactive, KCNK9 block inactive, KCNQ1 inh inactive, KCNK3 inh inactive, ANO1 activ inactive, KCNQ1 act inactive, MrgX1 agonist inactive and hERG protect -10.
Clc1cc(-c2ccccc2)nc(-c2ccccc2)n1 was read as RGS4 pot inactive, MrgX1 allo act inactive, RGS4 inh inactive, ANO1 block inactive, KCNK9 block inactive, KCNQ1 inh inactive, KCNK3 inh inactive, ANO1 activ inactive, KCNQ1 act inactive, MrgX1 agonist inactive and hERG protect -6.
`Cc1cc(C)n2nc(SCC(=O)N(C)c3ccccc3)nc2n1` gave RGS4 pot inactive, MrgX1 allo act inactive, RGS4 inh inactive, ANO1 block inactive, KCNK9 block inactive, KCNQ1 inh inactive, KCNK3 inh inactive, ANO1 activ inactive, KCNQ1 act inactive, MrgX1 agonist inactive and hERG protect -10.
Screening CCOC(=O)CN1C(=O)C(=O)N(Cc2ccccc2)C1=O returned RGS4 pot inactive, MrgX1 allo act inactive, RGS4 inh inactive, ANO1 block inactive, KCNK9 block inactive, KCNQ1 inh inactive, KCNK3 inh inactive, ANO1 activ inactive, KCNQ1 act inactive, MrgX1 agonist inactive and hERG protect -2.
For CC(SC1=NCCS1)C(=O)Nc1nnc(-c2ccc(F)cc2)s1 (configuration not stated) the results were RGS4 pot inactive, MrgX1 allo act inactive, RGS4 inh inactive, ANO1 block inactive, KCNK9 block inactive, KCNQ1 inh inactive, KCNK3 inh inactive, ANO1 activ inactive, KCNQ1 act inactive, MrgX1 agonist inactive and hERG protect -7.
Screening COc1ccc(C(=O)N2N=C(c3cccc(OC)c3)CC2(O)C(F)(F)F)cc1 (configuration not stated) returned RGS4 pot inactive, MrgX1 allo act inactive, RGS4 inh inactive, ANO1 block inactive, KCNK9 block inactive, KCNQ1 inh inactive, KCNK3 inh inactive, ANO1 activ inactive, KCNQ1 act inactive, MrgX1 agonist inactive and hERG protect -8.
COc1ccccc1CO/N=C/NC(=O)c1c(OC)ccnc1Oc1ccc(F)cc1 was read as RGS4 pot inactive, MrgX1 allo act inactive, RGS4 inh inactive, ANO1 block inactive, KCNK9 block inactive, KCNQ1 inh inactive, KCNK3 inh inactive, ANO1 activ inactive, KCNQ1 act inactive, MrgX1 agonist inactive and hERG protect -8.
CC1CCCN(c2nc(NCc3ccco3)nc(N)c2[N+](=O)[O-])C1 (configuration not stated) was read as RGS4 pot inactive, MrgX1 allo act inactive, RGS4 inh inactive, ANO1 block inactive, KCNK9 block inactive, KCNQ1 inh inactive, KCNK3 inh inactive, ANO1 activ inactive, KCNQ1 act inactive, MrgX1 agonist inactive and hERG protect -16.
`Cc1ccc(-c2csc(N(CCc3ccccc3)C(=O)COc3ccccc3)n2)cc1` gave RGS4 pot inactive, MrgX1 allo act inactive, RGS4 inh inactive, ANO1 block inactive, KCNK9 block inactive, KCNQ1 inh inactive, KCNK3 inh inactive, ANO1 activ inactive, KCNQ1 act inactive, MrgX1 agonist inactive and hERG protect -8.
Screening Cc1cc(C)cc(-n2ncc3c2CCCC3NC(=O)C2CCC2)c1 (configuration not stated) returned RGS4 pot inactive, MrgX1 allo act inactive, RGS4 inh inactive, ANO1 block inactive, KCNK9 block inactive, KCNQ1 inh inactive, KCNK3 inh inactive, ANO1 activ inactive, KCNQ1 act inactive, MrgX1 agonist inactive and hERG protect -11.
Screening COc1ccc(-n2c3c(c(=O)[nH]c2=O)C(NC(C)=O)(C(F)(F)F)C(=O)N3)cc1 (configuration not stated) returned RGS4 pot inactive, MrgX1 allo act inactive, RGS4 inh inactive, ANO1 block inactive, KCNK9 block inactive, KCNQ1 inh inactive, KCNK3 inh inactive, ANO1 activ inactive, KCNQ1 act inactive, MrgX1 agonist inactive and hERG protect -4.
Cn1cccc1C(=O)C(=O)Nc1cccc(Cl)c1Cl was read as RGS4 pot inactive, MrgX1 allo act inactive, RGS4 inh inactive, ANO1 block inactive, KCNK9 block inactive, KCNQ1 inh inactive, KCNK3 inh inactive, ANO1 activ inactive, KCNQ1 act inactive, MrgX1 agonist inactive and hERG protect -14.
CCOC(=O)Cc1csc(NC(=O)c2ccc(C)o2)n1 was read as RGS4 pot inactive, MrgX1 allo act inactive, RGS4 inh inactive, ANO1 block inactive, KCNK9 block inactive, KCNQ1 inh inactive, KCNK3 inh inactive, ANO1 activ inactive, KCNQ1 act inactive, MrgX1 agonist inactive and hERG protect -8.
`CC(C)(C)C1CCC(=NNC(=O)CN(c2ccccc2)S(C)(=O)=O)CC1` (configuration not stated) gave RGS4 pot inactive, MrgX1 allo act inactive, RGS4 inh inactive, ANO1 block inactive, KCNK9 block inactive, KCNQ1 inh inactive, KCNK3 inh inactive, ANO1 activ inactive, KCNQ1 act inactive, MrgX1 agonist inactive and hERG protect -6.
`COc1ccc2[nH]c3c(=O)n(CCCCC(=O)N4CCCC4)c(=S)[nH]c3c2c1` gave RGS4 pot inactive, MrgX1 allo act inactive, RGS4 inh inactive, ANO1 block inactive, KCNK9 block inactive, KCNQ1 inh inactive, KCNK3 inh inactive, ANO1 activ inactive, KCNQ1 act inactive, MrgX1 agonist inactive and hERG protect -12.
CCCC(=O)Nc1cc(-c2nn(C)c(=O)c3ccccc23)ccc1N1CCOCC1 was read as RGS4 pot inactive, MrgX1 allo act inactive, RGS4 inh inactive, ANO1 block inactive, KCNK9 block inactive, KCNQ1 inh inactive, KCNK3 inh inactive, ANO1 activ inactive, KCNQ1 act inactive, MrgX1 agonist inactive and hERG protect -10.
For COc1ccc(-c2nc(C(N)=O)c3[nH]c(=O)n(-c4cccc(Cl)c4)c3n2)cc1OC the results were RGS4 pot inactive, RGS4 inh inactive, KCNK9 block inactive, KCNQ1 inh inactive, KCNK3 inh inactive, ANO1 activ inactive, KCNQ1 act inactive and hERG protect -3.
`O=C(O)c1ccc(Nc2ccc(F)c(F)c2)c([N+](=O)[O-])c1` gave RGS4 pot inactive, MrgX1 allo act inactive, RGS4 inh inactive, ANO1 block inactive, KCNK9 block inactive, KCNQ1 inh inactive, KCNK3 inh inactive, ANO1 activ inactive, KCNQ1 act inactive, MrgX1 agonist inactive and hERG protect -8.
`COC(=O)Cc1ccc(O)c(N)c1` gave RGS4 pot inactive, MrgX1 allo act inactive, RGS4 inh inactive, ANO1 block inactive, KCNK9 block inactive, KCNQ1 inh inactive, KCNK3 inh inactive, ANO1 activ inactive, KCNQ1 act inactive, MrgX1 agonist inactive and hERG protect -3.
`CC(=O)C1=C(C)NC(=O)NC1c1ccc(OC2CCCC2)cc1` (configuration not stated) gave RGS4 pot inactive, MrgX1 allo act inactive, RGS4 inh inactive, ANO1 block inactive, KCNK9 block inactive, KCNQ1 inh inactive, KCNK3 inh inactive, ANO1 activ inactive, KCNQ1 act inactive, MrgX1 agonist inactive and hERG protect -7.
For Cn1ncc(N=Cc2ccccc2)c1C(=O)Nc1cccc(Cl)c1 the results were RGS4 pot inactive, MrgX1 allo act inactive, RGS4 inh inactive, ANO1 block inactive, KCNK9 block inactive, KCNQ1 inh inactive, KCNK3 inh inactive, ANO1 activ inactive, KCNQ1 act inactive, MrgX1 agonist inactive and hERG protect -6.
`CC(C)c1ccc(CNc2ccc(N3CCOCC3)cc2)cc1` gave RGS4 pot inactive, MrgX1 allo act inactive, RGS4 inh inactive, ANO1 block inactive, KCNK9 block inactive, KCNQ1 inh inactive, KCNK3 inh inactive, ANO1 activ inactive, KCNQ1 act inactive, MrgX1 agonist inactive and hERG protect -5.
Screening Cc1ccc(NC(=O)CSC2=Nc3ccccc3C3CC=NN23)c(C)c1 (configuration not stated) returned RGS4 pot inactive, MrgX1 allo act inactive, RGS4 inh inactive, ANO1 block inactive, KCNK9 block inactive, KCNQ1 inh inactive, KCNK3 inh inactive, ANO1 activ inactive, KCNQ1 act inactive, MrgX1 agonist inactive and hERG protect -23.
